Compound activity as filed in PubChem BioAssay.
ARNT-TACC3 inh = ARNT/TACC3 interaction disruption; Q9Y6A5; AlphaScreen His-ARNT PAS-B/GST-TACC3 binding, luminescence; TACC3 fragment carries E629A point mutation; inhibition, % at 9.99 µM; actives 0.66% (n = 390,000); AID 623870;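 active means mean inhibition of replicates at least 50% and at least half of replicates each reaching 50%; inconclusive means half or more replicates reach 50% but mean below 50%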;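 further: 0% = complete ARNT plus TACC3 wells and 100% = ARNT alone without TACC3; many hits fall short of the cut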
Casp6 inh = blocks human caspase-6 cleavage activity; P55212; purified caspase-6, Z-VEID-R110 cleavage fluorescence; inhibition, % at 12.5 µM; actives 0.53% (n = 350,000); AID 686996;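 active means mean inhibition across replicates at least about 35%, with every replicate also reaching that limit, limit read from the data; inconclusive means only one of the two criteria met; inactive means neither criterion met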;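 further: 0% = median of neutral control wells and 100% = no fluorescence left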
Target sequence (P55212 24-179 limits assumed): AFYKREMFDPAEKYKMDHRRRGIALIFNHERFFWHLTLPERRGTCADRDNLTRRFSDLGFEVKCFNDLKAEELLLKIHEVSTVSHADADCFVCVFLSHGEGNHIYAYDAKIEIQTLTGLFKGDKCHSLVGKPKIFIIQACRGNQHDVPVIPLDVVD
Target sequence (P55212 194-293 limits assumed): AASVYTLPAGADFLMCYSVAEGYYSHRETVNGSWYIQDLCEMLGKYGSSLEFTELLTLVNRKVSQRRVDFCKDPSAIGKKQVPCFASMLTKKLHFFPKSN
RAD54 branch = inhibitors of human RAD54 branch migration; Q92698; RAD54 Holliday junction branch migration, FAM/BHQ fluorescence; inhibition, % at 10.4 µM; actives 0.14% (n = 360,000);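 active means mean normalized replicate activity at least 40 and at least half of replicates scoring 40 or more; inconclusive means only one of the two criteria met; inactive means mean below 40 and under half of replicates reaching 40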;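 further: 0% = median of neutral control wells and 100% = median of positive control wells; inhibitors cause a drop in the FAM fluorescence signal; in these data hits start at about 50%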
esBAF inh = inhibitors of esBAF chromatin remodeling in mouse ES cells; reporter increase, % at 12.5 µM; Bmi1-luciferase knock-in reporter, 24 h; 100% = twice the neutral-well signal; actives 2% (n = 350,000); in the data active means activation above about 40%; inconclusive means no clear call, values can overlap the other calls;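 further: 0% = median of the plate's neutral control wells and 100% = double that signal; a rise in the Bmi1 reporter signal indicates esBAF inhibition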
PglD inh = blocks C. jejuni PglD acetyltransferase activity | inhibition, % at 12.5 µM | AID 602405 | purified PglD enzyme, DTNB colorimetric CoA detection | actives 0.098% (n = 360,000); in the data active means inhibition above about 16%, passing the limit was not always enough; inconclusive means no clear call, values can overlap the other calls; further: strong numbers were not always called active
RAD52 inh = blocks human RAD52 DNA annealing; P43351; recombinant RAD52 DNA annealing, FRET fluorescence; inhibition, % at 18.7 µM; actives 0.46% (n = 360,000); AID 651710;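 active means every replicate showing at least 50% inhibition; inconclusive means mean inhibition at least 50% but not in every replicate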
E-sel inducer = induces E-selectin expression in human endothelial cells; actives 0.37% (n = 260,000); HUVEC E-selectin immunofluorescence imaging; normalized: neutral wells 0, TNF-alpha wells 100; AID 686992; P16581; activation, % at 7.58 µM;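 active means mean E-selectin-positive cell signal at least 10% of the positive control, reached in at least 60% of replicates, without over 20% cell loss; inconclusive means no rule given, readout overlaps actives, possibly toxicity-flagged; inactive means the rest, including those meeting only one limit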;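 further: in these data hits start at about 27%; measured in HUVEC primary endothelial cells; signal is the percent of cells scored E-selectin positive by PE staining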
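Material: HUVEC primary endothelial cells; Amount: 3,000 cells per well; Dosing: single concentration; Medium: EGM-2 growth medium on 0.1% gelatin-coated wells; Read-out basis: percent E-selectin-positive cells; Signal: immunofluorescence imaging; Control set: TNF-alpha, DMSO.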
ERp5 inh = inhibitors of human ERp5; actives 0.05% (n = 350,000); inhibition, % at 9.99 µM; ERp5 insulin aggregation, absorbance 650 nm, 90 min; AID 651711; Q15084;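 active means mean replicate inhibition above about 25%, with every replicate also reaching it, limit read from the data, passing the limit was not always enough; inconclusive means only one of those two criteria met; inactive means neither criterion met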
Target sequence (Q15084 whole entry, looked up): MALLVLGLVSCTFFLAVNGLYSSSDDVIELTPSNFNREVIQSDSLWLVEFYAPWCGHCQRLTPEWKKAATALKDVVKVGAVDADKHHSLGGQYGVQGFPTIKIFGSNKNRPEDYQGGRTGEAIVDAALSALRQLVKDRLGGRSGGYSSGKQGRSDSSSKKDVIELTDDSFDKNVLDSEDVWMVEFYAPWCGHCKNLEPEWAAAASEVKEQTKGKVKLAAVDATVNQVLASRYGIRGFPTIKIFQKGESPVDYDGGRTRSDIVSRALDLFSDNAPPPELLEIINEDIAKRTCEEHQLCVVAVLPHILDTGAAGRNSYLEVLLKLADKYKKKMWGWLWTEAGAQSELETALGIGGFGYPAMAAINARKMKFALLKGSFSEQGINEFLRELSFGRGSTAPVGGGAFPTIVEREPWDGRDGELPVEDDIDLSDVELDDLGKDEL
Starred values were filed as active, the others as inactive; ? = inconclusive; . = not tested or not shown; & = joins results of further samples.

Structure	ARNT-TACC3 inh	Casp6 inh	RAD54 branch	esBAF inh	PglD inh	RAD52 inh	E-sel inducer	ERp5 inh
CC(NC(=O)C1CCN(C(=O)c2ccc(F)cc2)CC1)c1ccc(S(N)(=O)=O)cc1 (centres undefined)	-10.7	-1.0	5.0	.	-1.3	1.1	-2.6	1.0
COc1ccc2cc(C(C)C(=O)N3CCC(C(N)=O)CC3)ccc2c1 (centres undefined)	-3.2	-3.3	4.7	-0.5	4.7	-5.5	0.1	-2.7
O=C1Nc2cc(C(=O)N3CCN(c4ccc(F)cc4)CC3)ccc2NC1CSCc1cccc(F)c1 (centres undefined)	-2.4	-2.0	-5.1	-3.2	-1.5	-14.0	.	2.4
CN(C)c1ccc(SC#N)cc1	-5.6	-1.4	.	-5.2	.	-16.6	0.0	-4.1
NC(=S)N=Nc1c(O)cc(O)c2[nH]c(=O)ccc12	64.1*	92.5*	.	-49.7	.	-52.5	0.3	-10.3
CCOc1ccc(CCNC(=O)COC(=O)/C=C/c2ccco2)cc1OCC	-2.9	27.4	-8.1	-12.7	5.4	-26.0	-0.6	0.8
O=C(C[C@H]1CC[C@H](NC(=O)C2CCC2)[C@H](CO)O1)NCc1ccccc1Cl	-0.3	-1.4	2.3	-0.1	1.0	-6.8	0.4	-3.4
CCc1ccc(OCCCC(=O)NCc2ccco2)cc1	-2.2	10.5	.	1.7	.	-3.1	.	-1.4
O=C(NC1(O)C(=O)c2ccccc2C1=O)c1c(Cl)cccc1Cl	28.0	39.3*	-8.6	.	0.2	11.4	0.9	-6.8
CNC(=O)c1ccsc1NC(=O)C1CCCN1S(=O)(=O)c1cccs1 (centres undefined)	0.6	-0.6	3.4	0.3	-1.0	-10.4	-0.2	-2.8

(continued)
Structure	ARNT-TACC3 inh	Casp6 inh	RAD54 branch	esBAF inh	PglD inh	RAD52 inh	E-sel inducer	ERp5 inh
COCc1cc(C)nc(SCC[N+](C)(C)CC(=O)Nc2cccc(C(F)(F)F)c2)c1C#N	2.5	20.3	12.5	-9.1	3.0	14.2	1.8	1.3
O=C(Oc1ccc(Br)cc1)c1n[nH]c(=O)c2ccccc12	-10.2	2.5	.	0.8	.	-1.5	-0.4	1.1
Nc1ccc(S(=O)(=O)Nc2cnc3ccccc3n2)cc1	-2.0&-6.5	9.3&2.5	1.9	0.5	0.6	-21.4&-17.2	?	?
COc1cccc(S(=O)(=O)N(C)C[C@H]2Oc3cc(C#CCN(C)C)ccc3S(=O)(=O)N([C@@H](C)CO)C[C@@H]2C)c1	-6.8	-2.3	-3.4	-3.3	14.7	-38.1	-0.1	-2.9
Cc1ccc(C(=O)OCN2C(=O)c3ccccc3C2=O)cc1S(=O)(=O)N1CCOCC1	-0.8	3.7	-1.0	-4.8	1.0	2.2	-0.3	-4.0
O=C(/C=C/c1ccc([N+](=O)[O-])cc1)/C=C/c1ccco1	-5.5	19.2	-2.4	.	-1.0	-6.4	.	-5.8
COc1ccccc1-n1c2c(cc(C(=O)N3CCC(C)CC3)c1=O)C(=O)CC(C)(C)C2	-1.1	0.4	3.8	5.4	2.7	-11.5	0.0	3.5
COc1ccc(C(=O)Nc2nnc(S(=O)(=O)Cc3ccc(F)cc3)s2)cc1	-0.8	.	6.8	-1.9	-5.0	3.9	.	2.1
CCn1c(=O)c(C(C)=O)c(O)c2ccccc21	-7.6	0.5	-4.7	-4.1	-4.2	-8.5	.	1.5
CCC(C)[C@H](NC(=O)N1CC(=O)Nc2ccccc21)C(=O)N[C@H](C(=O)O)c1ccccc1 (some centres undefined)	-7.0	1.0	-2.3	6.0	2.9	-14.8	.	4.7

Reprinted from the listing for reference:
Structure	ARNT-TACC3 inh	Casp6 inh	RAD54 branch	esBAF inh	PglD inh	RAD52 inh	E-sel inducer	ERp5 inh
COCc1cc(C)nc(SCC[N+](C)(C)CC(=O)Nc2cccc(C(F)(F)F)c2)c1C#N	2.5	20.3	12.5	-9.1	3.0	14.2	1.8	1.3
O=C(Oc1ccc(Br)cc1)c1n[nH]c(=O)c2ccccc12	-10.2	2.5	.	0.8	.	-1.5	-0.4	1.1
Nc1ccc(S(=O)(=O)Nc2cnc3ccccc3n2)cc1	-2.0&-6.5	9.3&2.5	1.9	0.5	0.6	-21.4&-17.2	?	?
COc1cccc(S(=O)(=O)N(C)C[C@H]2Oc3cc(C#CCN(C)C)ccc3S(=O)(=O)N([C@@H](C)CO)C[C@@H]2C)c1	-6.8	-2.3	-3.4	-3.3	14.7	-38.1	-0.1	-2.9

(more compounds)
Structure	ARNT-TACC3 inh	Casp6 inh	RAD54 branch	esBAF inh	PglD inh	RAD52 inh	E-sel inducer	ERp5 inh
Cc1ccc(S(=O)(=O)c2nnn3c2nc(Nc2cccc(C)c2)c2ccccc23)cc1	-4.6	.	-4.6	-6.3	-12.9	.	.	.
Cc1ccc(S(=O)(=O)NCc2ccncc2)cc1C(=O)NCC(C)C	0.5	-2.3	-20.3	-10.4	-2.1	-23.7	-0.3	5.0
CN(C)C(=O)C[C@@H]1CC[C@H]2[C@H](COc3ccc(NC(=O)c4ccc(F)c(F)c4)cc3C(=O)N2C)O1	-18.2	-0.8	5.5	4.1	-1.1	10.6	0.1	-1.5
Cc1ccc(-n2nc3ccc(N)cc3n2)cc1C	22.9	-0.1	-5.9	-19.4	-2.3	-2.9	.	1.3
C[C@@H]1CC2=C(C(=O)OC(C)(C)O2)[C@H](c2ccc(F)cc2)O1	.	3.0	.	.	.	4.9	0.1	9.2
CN1C(=O)c2cc(NC(=O)Cc3cccs3)ccc2OC[C@H]2O[C@@H](CC(=O)NCc3ccc(-c4ccccc4)cc3)CC[C@@H]21	1.3	0.0	-2.1	10.6	4.8	4.8	0.7	5.9
Cn1cc(CN(CCO)Cc2cccs2)c(-c2cccc(Cl)c2)n1	5.8	4.5	-9.0	-1.7	-4.8	-2.8	.	-0.5
COC(=O)c1cc(Br)c(=O)n(Cc2ccco2)c1	-0.4	.	5.3	-7.5	2.9	.	.	.
CC(C#N)Sc1ccc(S(=O)(=O)N2CCCC2)cn1 (centres undefined)	.	0.4	-8.8	-6.2	3.7	-2.5	.	3.6
C=CCSc1nc(N)c(C(=O)Nc2ccccc2OC)cc1C(=O)Nc1ccccc1	9.0	.	-5.2	-6.1	-3.4	.	.	.

Next section
Structure	ARNT-TACC3 inh	Casp6 inh	RAD54 branch	esBAF inh	PglD inh	RAD52 inh	E-sel inducer	ERp5 inh
Cc1ccc(Cl)cc1NC(=O)NCc1ccccn1	.	-2.0	0.3	-8.7	9.7	-14.4	-0.2	-0.4
Cc1ccc(NC(=O)c2nnn(CC(=O)Nc3ccc4c(c3)OCO4)c2N)cc1C	-1.5	-3.1	2.6	18.5	-2.9	0.9	.	0.9
O=C(Nc1ccc(-c2ccccc2)cc1)[C@@H]1[C@@H](CO)[C@@H]2Cn3c(cccc3=O)[C@H]1N2Cc1ccccc1	4.7	0.1	-4.8	1.7	-0.7	-5.0	-1.6	-0.8
CN(C)CCN(Cc1cccs1)c1ccccn1	-2.4	2.2	3.6	0.1	2.1	-4.2	0.1	-1.3
COc1ccc(S(=O)(=O)N(C)C[C@@H]2Oc3ncc(-c4cccc(C(F)(F)F)c4)cc3C(=O)N([C@H](C)CO)C[C@@H]2C)cc1	-2.8	-0.5	-2.1	6.2	-5.5	1.1	-0.1	2.5
CCOc1cc(/C=N/n2c(C)nc3sc(C)c(C)c3c2=O)ccc1O	-5.8	0.5	.	.	.	-1.5	.	-2.2
c1nc(C2CCCCC2)cc2cc3c(cc12)OCO3	-10.2	-0.3	-15.9	50.7*	-1.3	2.3	-0.8	-5.3
Cc1cc(C(=O)N2CCN(c3ccc([N+](=O)[O-])cc3)CC2)n[nH]1	-12.9	-0.3	10.8	-3.3	7.0	-7.1	.	5.1
COc1ccc(OCC2CCNCC2)cc1	-12.0	-5.4	14.3	-0.9	-6.2	-8.1	3.6	4.9
O=C(Nc1ccccc1)N1CCN(c2nc3ccccc3s2)CC1	-5.6	.	-8.2	18.1	1.5	.	.	.

Next section.
Structure	ARNT-TACC3 inh	Casp6 inh	RAD54 branch	esBAF inh	PglD inh	RAD52 inh	E-sel inducer	ERp5 inh
Cc1c(C(=O)NCc2cccnc2)oc2c1C(=O)CC(C)(C)C2	-5.9	.	-6.4	-1.8	7.8	.	.	.
COc1cc(OC)cc(C(=O)NC(C(=O)N2CCc3ccccc3C2)C(C)C)c1 (centres undefined)	.	0.1	7.0	-7.9	4.2	8.1	.	-1.7
O=C(O)Cc1nn(Cc2ccc(Cl)cc2)c(=O)c2ccccc12	.	3.3	0.2	16.0	6.3	-6.7	.	5.6
COc1ccc(OC)c(Cc2nnc(CCC(=O)NC3CCCCCCC3)o2)c1	-11.8	-3.0	10.9	?	-2.1	-0.1	0.8	-0.3
Cc1nc(N(C)C)c2sc(=S)n(Cc3ccccc3)c2n1	2.0	0.9	.	.	.	1.5	-3.7	2.0
Cc1noc(C)c1NC(=O)Nc1ccc2c(c1)C(=O)N([C@@H](C)CO)C[C@@H](C)[C@H](CN(C)Cc1ccc(C(F)(F)F)cc1)OCCCC[C@H](C)O2	16.3	-0.3	-2.4	-1.6	5.8	0.0	-0.1	4.2
CN1CCN(c2ccccc2NC(=O)c2ccc(N3CCCCC3)c([N+](=O)[O-])c2)CC1	6.5	1.4	2.1	0.0	-0.6	8.4	7.0	-2.8
Cc1ccc(Cl)cc1N(CC(=O)NC1CCCCC1)S(C)(=O)=O	3.5	.	-2.1	-4.8	1.2	.	.	.
N#C/C(=C\c1cc(Cl)ccc1O)C(=O)NC1CCCCC1	-26.1	4.2	.	.	.	-16.0	.	1.1
CNCC(O)c1ccc(OC(=O)C(C)(C)C)c(OC(=O)C(C)(C)C)c1 (centres undefined)	0.8	2.0	0.5	-6.7	-1.8	28.9	0.5	-0.6

Next part:
Structure	ARNT-TACC3 inh	Casp6 inh	RAD54 branch	esBAF inh	PglD inh	RAD52 inh	E-sel inducer	ERp5 inh
Cc1noc(C)c1CSc1ccccc1C(=O)OC(C)C(N)=O (centres undefined)	.	-3.1	2.2	-0.2	0.7	-13.3	.	-4.7
O=C(COc1cccc(Oc2ccccc2)c1)Nc1ccc(SC(F)F)cc1	-6.0	.	-2.4	0.7	1.2	.	.	.
Nc1ccn(CCCNC2CCN(Cc3ccccc3)CC2)c(=O)n1	.	-15.3	10.2	0.9	-0.3	-2.8	.	0.2
O=C(C[C@@H]1C=C[C@@H](NC(=O)CC2CC2)[C@@H](CO)O1)NCc1ccc(Cl)cc1	-7.0	-2.1	-9.3	-1.9	6.5	5.2	-0.4	2.0
CO[C@@H]1CN(C)C(=O)c2cc(NS(=O)(=O)c3ccccc3)ccc2OC[C@H](C)N(Cc2cccnc2)C[C@@H]1C	-10.8	-0.9	-5.8	-4.2	-0.9	8.8	-0.1	2.6
Cc1nn(CC(=O)NC2CCCC2)c(C)c1[N+](=O)[O-]	8.3	-1.0	4.9	-2.9	0.5	-9.7	.	5.7
CC(C)NC(=O)CCCOc1ccc(Cl)cc1Cl	-6.2	-3.8	-1.7	7.4	4.3	-2.1	.	3.2
CSCCC(C(=O)Nc1c(C)cccc1C)n1c(-c2ccc(C(F)(F)F)cc2)nc2ccccc21 (centres undefined)	.	-2.8	.	.	.	-11.4	-0.2	-1.0
Cc1ccc2sc(NC(=O)CN3C(=O)c4ccccc4C3=O)nc2c1C	0.9	-0.4	0.7	1.2	-3.4	-9.4	-1.6	2.9
C[C@H](NC(N)=O)C(=O)Nc1ccc(OCc2ccccc2)cc1	-3.2	-0.5	.	.	.	-17.0	.	-7.5
COc1ccc2c3c(n(C)c2c1)[C@@H](CO)N(CC1CC1)CC31CCN(C(=O)CN(C)C)CC1	.	-45.3	.	.	.	72.6*	-0.3	18.0
